GCN5L2 inh – qHTS Assay for Inhibitors of GCN5L2; Histone acetyltransferase KAT2A (Homo sapiens), Q92830; actives 0.21% (n = 390,000); Potency, µM (doses to about 58.9 µM), for inactives: top-dose activity change, negative = inhibition, hits mostly inhibitors; GCN5L2 HAT assay, ThioGlo1 CoA-SH fluorescence
Target sequence (Q92830 whole entry, looked up): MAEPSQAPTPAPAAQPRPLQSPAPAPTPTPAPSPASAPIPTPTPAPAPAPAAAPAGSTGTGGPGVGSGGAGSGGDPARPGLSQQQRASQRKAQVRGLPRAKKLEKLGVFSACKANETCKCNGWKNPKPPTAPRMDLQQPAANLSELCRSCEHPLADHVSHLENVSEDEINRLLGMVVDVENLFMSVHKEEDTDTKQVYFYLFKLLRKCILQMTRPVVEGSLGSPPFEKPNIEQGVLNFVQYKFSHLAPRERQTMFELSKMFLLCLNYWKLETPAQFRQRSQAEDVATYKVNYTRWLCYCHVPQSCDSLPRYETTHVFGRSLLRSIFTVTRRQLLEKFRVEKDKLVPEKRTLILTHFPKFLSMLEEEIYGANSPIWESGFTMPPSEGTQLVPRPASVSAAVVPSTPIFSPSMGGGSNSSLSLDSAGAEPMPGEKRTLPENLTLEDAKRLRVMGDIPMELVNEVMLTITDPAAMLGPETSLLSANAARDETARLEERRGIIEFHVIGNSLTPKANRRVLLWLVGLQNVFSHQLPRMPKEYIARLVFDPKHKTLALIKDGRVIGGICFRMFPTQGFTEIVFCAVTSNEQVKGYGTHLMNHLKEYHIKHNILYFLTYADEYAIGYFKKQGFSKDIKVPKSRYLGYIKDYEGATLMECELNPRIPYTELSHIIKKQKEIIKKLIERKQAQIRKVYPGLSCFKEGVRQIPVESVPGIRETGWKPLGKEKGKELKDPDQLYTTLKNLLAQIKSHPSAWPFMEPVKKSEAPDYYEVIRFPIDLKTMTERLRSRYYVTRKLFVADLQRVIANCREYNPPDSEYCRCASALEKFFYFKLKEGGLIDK
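Preincubate 20nM GCN5L2 with compound 15 min, RT → add 50uM ThioGlo1 + 75uM H3(1-25) + 70uM acetyl-CoA → read fluorescence 0 and 20 min. Primary qHTS; fluorescent artifacts likely.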
DT40 TDP1 CPT – qHTS for Inhibitors of human tyrosyl-DNA phosphodiesterase 1 (TDP1): qHTS in cells in presence of CPT | chicken DT40 Tdp1-/-;hTDP1 cells + 20 nM CPT, ATP luminescence, 48 h | actives 12% (n = 420,000) | Potency, µM (titrated, usually from 46.2 µM), without a hit: top-dose activity change, negative = growth inhibition, most hits filed as inhibitors; further: nearly all actives have a fitted effect of over 55% in size
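Chicken DT40 Tdp1-/- cells complemented with human TDP1, 400 cells/well, exposed to compounds plus 20 nM camptothecin for at least 48 h at 37 C; viability read as ATP content by CellTiter-Glo luminescence.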
TDP1 cell noCPT – qHTS for Inhibitors of human tyrosyl-DNA phosphodiesterase 1 (TDP1): qHTS in cells in absence of CPT. DT40 Tdp1-/- hTDP1 cells, no CPT, ATP luminescence, 48 h. Potency, µM (top dose mostly 46.2 µM), without a hit: top-dose activity change, negative = growth inhibition, usual class: inhibitors. actives 15% (n = 420,000); further: nearly all actives have a fitted effect of over 55% in size
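Stably hTDP1-transfected Tdp1-null chicken DT40 cells were treated with library compounds minus camptothecin and grown for at least 48 hr at 37 °C, after which cellular ATP was quantified by luminescence.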
* = called active by the depositor; ? = inconclusive; · = no result given; & = joins results of further samples; [ ] = dose if it differs, or a comment. The call rests on the fitted dose curve; in most records, active means well fitted curve in the direction sought with a large enough effect; inconclusive means small, poorly fitted or top-dose-only effect, or another doubt; inactive means no such curve, though single readings can be large; an effect the other way counts as inactive or inconclusive. On the % scale 0 is the no-effect control and ±100 the full control effect; potency means the concentration at half of the fitted maximal effect.

item	structure	GCN5L2 inh	DT40 TDP1 CPT	TDP1 cell noCPT
1	CCOC(=O)C1CCCN(S(=O)(=O)c2cc(OCC(=O)NC3CCCCC3)c(C)cc2Cl)C1 (stereo not given)	0%	18µM*	18µM*
2	Cc1ccc(NS(=O)(=O)c2cn(C)c(C)n2)c(Br)c1	-10%	-14%	-20%
3	Cc1ccc(OCCn2cc(C(=O)C3CCCCC3)c3ccccc32)cc1	-18%	21µM*	18µM*
4	Nc1ccc(-c2cc3ccccc3[nH]2)cc1	·	-1%	-27%
5	CCCCNC(=O)c1cc2n(n1)CCCN(Cc1ccc(C)cc1)C2=O	-9%	?	?
6	Cc1ccc(NC(=S)N2CCCC2)cc1C	-1%	?	?
7	COc1cccc(C(=O)Nc2nc(SCc3ccc(Cl)cc3)n[nH]2)c1	-4%	1%	-27%
8	O=C(O)c1ccccn1	-6%&-14%	11%&-6%	-1%&0%
9	O=C(NCc1cccnc1)/C(=C/c1ccc(-c2ccc(Cl)cc2)o1)S(=O)(=O)c1ccccc1	-24%	5.2µM*	7.3µM*
10	O=C(Nc1cnn(Cc2ccc(Cl)cc2Cl)c1)c1cc(-c2cccs2)on1	60%[activator]	-35%	?
11	NC(=O)c1ccc(CSc2nc3ccccc3s2)cc1	-7%	0%	21%
12	Cc1cc(=O)oc2cc(NC(=O)c3cccc(S(C)(=O)=O)c3)ccc12	-6%	0%	?
13	Cc1nn2c(-c3ccncc3)ccnc2c1Br	-1%	-20%	-11%
14	O=C(COc1cccc2c1CCNC2=O)NC1CCCCC1	2%	-29%	11%
15	CC(=O)c1ccc(N2CCN(CCC#N)CC2)c(F)c1	-3%	7%	1%
16	CCOC(=O)c1[nH]c(C)c(CCC(=O)Nc2cccc(C(F)(F)F)c2)c1C	-16%	?	?
17	O=C(Cc1cccs1)NNC(=S)NC(=O)c1ccccc1	1%	?	15µM*
18	CCOc1ccc(S(=O)(=O)Nc2cccc(C(=O)N3CCN(c4ccccc4O)CC3)c2)cc1	-16%	?	?
19	Cc1ccc(C(=O)OCC(=O)NN2C(=O)NC3(CCC(C)CC3)C2=O)cc1 (stereo not given)	-7%	?	-5%
20	C=CC(=O)N=c1sc2ccccc2n1-c1ccccc1	-6%	2.6µM*	2.6µM*
21	Cc1oc(-c2ccc(C(=O)NC(C)c3ccccc3)cc2)nc1CS(=O)(=O)c1ccccc1 (stereo not given)	-20%	-12%	-11%
22	Cc1cccc(NC(=O)C2CCCN2S(=O)(=O)c2ccc3c(c2)n(C)c(=O)c(=O)n3C)c1 (stereo not given)	-2%&-1%	-24%&-1%	-7%&-9%
23	CCCN1CCC(N2CCCC(C(=O)O)C2)CC1 (stereo not given)	-8%	1%	5%
24	COc1ccc(CCNC(=O)CN2C(=O)NC3(CCCCC3)C2=O)cc1	1%	-11%	-20%
25	CN(C)CCNC(=O)c1cc(Br)ccc1Cl	8%	-29%	-9%

Next entries.
item	structure	GCN5L2 inh	DT40 TDP1 CPT	TDP1 cell noCPT
26	COc1cc(Br)c(/C=C(\C#N)c2nc3ccccc3[nH]2)cc1OC	-2%	?	?
27	Cn1ccnc1SCC(=O)Nc1nc2c(F)c(F)c(F)cc2s1	-2%	?	?
28	NS(=O)(=O)c1ccc(NC(=S)NC(=O)C2CCCCC2)cc1	-2%	-7%	-4%
29	Cc1ccc(NC(=O)C(=O)NCC(c2cccnc2)N2CCc3ccccc32)cc1Cl (stereo not given)	-3%	18µM*	13µM*
30	Cc1cc(C)c(C)c(S(=O)(=O)N2CCC(C(=O)N3CCN(c4ccc(F)cc4)CC3)CC2)c1C	·	?	?
31	COC(=O)c1ccc(CN2CCCC(C(=O)Nc3cccc(-n4cnnn4)c3)C2)cc1 (stereo not given)	?	?	16µM*
32	Cc1ccc(C)c(S(=O)(=O)NCCOC(=O)Nc2sc(=S)n(C)c2C)c1	0%	-11%	-30%
33	CCN(CC)C(=O)C(C)N1c2cccc3cccc(c23)S1(=O)=O (stereo not given)	·	?	16µM*
34	Cc1cccc(C(=O)N2CCN(Cc3ccc4c(c3)OCO4)CC2)c1	-6%	?	?
35	O=C(COc1ccccc1Cl)Nc1ccc(OCc2cc(=O)n3ccsc3n2)cc1	0%	3%	9%
36	Cc1cc(C(C)(C)C)cc(C)c1COC(=O)C1CCC(=O)N1 (stereo not given)	2%	-14%	-30%
37	Cc1cc([N+](=O)[O-])c(C)cc1-c1ccc(/C=N/n2cnnc2)o1	-27%	-14%	-6%
38	CCc1nc2ccccc2c(C(=O)Nc2ccc(C)cc2)c1C	-3%	-11%	-28%
39	CCOc1ccc(CCNC(=O)CN(c2ccc(C)cc2)S(=O)(=O)N(C)C)cc1OCC	2%	-29%	?
40	O=C(O)C1CCN(C(=O)c2ccccc2N2C(=O)[C@@H]3Cc4c([nH]c5ccccc45)C(c4cccc(Cl)c4)N3C2=O)CC1 (stereo not given in full)	?	2%	-23%
41	CN(C(=O)COc1ccc(Cl)cc1Cl)c1nnc(C23CC4CC(CC(C4)C2)C3)s1	-1%	?	?
42	O=C1C(Oc2ccc(Cl)cc2)C(c2ccc3c(c2)OCO3)N1CC1CCCO1 (stereo not given)	0%	?	?
43	Nc1nc(-c2ccco2)nc(N2CCCCC2)n1	-4%	-2%	-1%
44	COc1cccc(OC)c1C(=O)N1CCNCC1	-9%	-24%	-5%
45	CCOc1ccc(N=C2NC(=O)S/C2=C\c2ccc(O)cc2)cc1	-6%	-8%	-3%
46	O=C1CC(N2CCN(C3CCc4ccccc4C3)CC2)C(=O)N1c1ccccc1 (stereo not given)	·	-24%	-1%
47	Cn1c(=O)[nH]c2c(cnn2C)c1=O	·	1%	0%
48	CC1CN(C)C(C)CC1OC(=O)C(c1ccccc1)c1ccccc1 (stereo not given)	·	?	23µM*
49	Cn1cc([N+](=O)[O-])c(C(=O)NC2CCCC2)n1	-8%	-11%	-9%
50	CCN1CCN(C(=S)c2ccc(Br)cc2)CC1	-1%	-19%	2%

The list continues.
item	structure	GCN5L2 inh	DT40 TDP1 CPT	TDP1 cell noCPT
51	CC(=O)Nc1cccc(-n2nnc(SCC(=O)Nc3ccccc3)n2)c1	-4%	9%	8%
52	C=CCNC(=O)/C(=C\c1ccc2c(c1)OCO2)NC(=O)c1ccc(Br)cc1	-1%	-22%	2%
53	O=C(NCCN1CCC(Cc2ccccc2)CC1)C1CCCN(S(=O)(=O)c2cnc[nH]2)C1 (stereo not given)	-6%	-11%	-16%
54	CC(C)CCOc1ncnc2c1sc1nc3c(cc12)CSC(C)(C)C3	4%	?	?
55	COc1ccccc1NC(=O)N(Cc1ccco1)Cc1cc2c(C)ccc(C)c2[nH]c1=O	-12%	1%	-3%
56	CCOC(=O)c1cc2c(ccc3nc(C)c(C)c32)[nH]c1C	-10%	-15%	-19%
57	Cc1ccc(C)c(NC(=O)CSc2nc3ccccc3nc2N2CCOCC2)c1	-30%&-5%	-15%&0%	-25%&-9%
58	Cc1ccc(C(=O)Nc2ccc(S(=O)(=O)N3CCN(C)CC3)cc2)cc1	-1%	-28%	-7%
59	O=C(Cn1nc(-c2nn(CC(=O)c3ccccc3)c3[n+]2CCCCC3)[n+]2c1CCCCC2)c1ccccc1	-1%	13%	-11%
60	Cc1ccc(NC(=O)c2sc(=S)n(-c3cc(C)ccc3F)c2N)cc1	-18%	-29%	-12%
61	CCCCN(C=O)c1c(CC)nc2ccc(C(=O)NCc3ccc4c(c3)OCO4)cn12	·	?	?
62	COc1ccccc1NC(=O)CN1C(=O)C2(OCCCO2)c2ccccc21	3%	-3%	-13%
63	CCC1CN(C(=O)N2CCC(C(=O)NCCc3ccccc3C)CC2)c2ccccc2O1 (stereo not given)	-12%	?	21µM*
64	O=C(NCCCN1CCOCC1)C(=O)NCc1ccco1	32%[activator]	-16%	1%
65	Cc1c(C)c2cc(Cl)c(OCC(=O)NCCCN3CCCC3=O)cc2oc1=O	·	-9%	-27%
66	Cc1cccc(-c2cnn(-c3ccccc3)c2N)c1	2%	0%	6%
67	Cc1cc([N+](=O)[O-])nn1CC(=O)NCc1nc2ccccc2[nH]1	2%	0%	14%
68	CC1Cc2ccccc2N1C(=O)CCNS(=O)(=O)c1cccc2nsnc12 (stereo not given)	-2%	-21%	-21%
69	C[N+](C)(C)CC(=O)N1CCN(c2ccc3ccccc3n2)CC1	-2%	2%	6%
70	COc1ccc(NCC(O)COc2ccc(C(C)(C)C)cc2)cc1 (stereo not given)	-4%	?	?
71	O=C(Cc1c(F)cccc1Cl)NCCCn1ccnc1	-7%	-4%	-7%
72	COC(=O)[C@H](Cc1c[nH]c2ccccc12)NC(=O)Cc1c[nH]c2ccccc12	5%	-12%	-2%
73	COc1ccc(CN2[C@@H](CC(=O)O)c3cc(F)ccc3S2(=O)=O)cc1	·	5%&9%	-7%&-15%
74	COCCNC(=O)c1c[nH]c2ccc(S(=O)(=O)N3CCOCC3)cc2c1=O	-6%	-12%	21%
75	CCOC(=O)C1CCN(CCC(=O)Nc2ccccc2OC)CC1	-2%	-22%	-4%

Numbers 69 to 75, reprinted for reference:
item	structure	GCN5L2 inh	DT40 TDP1 CPT	TDP1 cell noCPT
69	C[N+](C)(C)CC(=O)N1CCN(c2ccc3ccccc3n2)CC1	-2%	2%	6%
70	COc1ccc(NCC(O)COc2ccc(C(C)(C)C)cc2)cc1 (stereo not given)	-4%	?	?
71	O=C(Cc1c(F)cccc1Cl)NCCCn1ccnc1	-7%	-4%	-7%
72	COC(=O)[C@H](Cc1c[nH]c2ccccc12)NC(=O)Cc1c[nH]c2ccccc12	5%	-12%	-2%
73	COc1ccc(CN2[C@@H](CC(=O)O)c3cc(F)ccc3S2(=O)=O)cc1	·	5%&9%	-7%&-15%
74	COCCNC(=O)c1c[nH]c2ccc(S(=O)(=O)N3CCOCC3)cc2c1=O	-6%	-12%	21%
75	CCOC(=O)C1CCN(CCC(=O)Nc2ccccc2OC)CC1	-2%	-22%	-4%

(listing goes on)
item	structure	GCN5L2 inh	DT40 TDP1 CPT	TDP1 cell noCPT
76	Cc1ccc(CN2CCN(/N=C/c3ccc(C(F)(F)F)cc3)CC2)c(C)c1	-7%	-24%	?
77	CC1CCCCN1C(=O)CSc1nc2ccccc2n1CC(=O)N1CCc2ccccc21 (stereo not given)	-11%	?	?
78	COc1ccc(C(=O)C2CCCN(C(=O)c3csc(C(C)=O)c3)C2)c(C)c1 (stereo not given)	2%	?	-18%
79	CCOc1cc2[nH]c(=O)n(CCCCC(=O)NCc3ccco3)c(=O)c2cc1OCC	1%	-1%	-12%
80	Cc1ccc(C)c(Cn2cc(CCC(=O)NC3CCCCC3)c3ccccc32)c1	1%	?	?
81	Cc1ccsc1C(=O)N1CCC1(C)C(=O)NS(=O)(=O)c1ccc(Br)cc1 (stereo not given)	·	6%	-2%
82	Cc1cc2ncn(CS(C)(=O)=O)c2cc1C	1%	10%	4%
83	O=C1NC[C@@H](CCCCN2CCN(CCc3ccccc3)C(=O)C2=O)N(CCc2ccc(O)cc2)C1=O	·	-5%	4%
84	COc1ccc(-c2noc(CCC(=O)Nc3cccc(C)c3)n2)cc1	-7%	?	?
85	Cc1ccc(-c2noc(CCC(=O)NCCc3ccccc3Cl)n2)cc1	-18%	?	?
86	C/C(=N/NS(=O)(=O)c1ccc(Cl)cc1)c1cccc(NC(=O)c2ccc(Cl)cc2Cl)c1	?	?	?
87	O=C(CCl)N(CCCNC(=O)C(F)(F)F)c1ccc([N+](=O)[O-])cc1	-1%	2.6µM*	6.5µM*
88	COc1cc(NC(=O)CSc2nc(C)c(C)c(C)n2)c(C)cc1[N+](=O)[O-]	-4%	?	?
89	O=C(NNC(=S)Nc1cccc(C(F)(F)F)c1)c1ccccc1Cl	0%	?	18µM*
90	CSc1nn2cc(CCN3CCOCC3)c(-c3ccc(F)cc3)nc2c1C#N	-5%	-5%	?
91	COc1ccc(C(CNC(=O)c2cc3c(s2)CCC(C)C3)N2CCOCC2)cc1 (stereo not given)	-8%	23µM*	?
92	Cc1cccc(NC(=O)C(CC(C)C)NC(=O)C2CCC(C)CC2)n1 (stereo not given)	-6%	-25%	8%
93	COC(=O)c1cc(NC(=O)c2ccccc2)c(=O)oc1C/C=N\OCc1ccc(Cl)cc1Cl	?	-6%	?
94	N#CC1=C(Nc2ccccc2Cl)SC2(CCCC2)NC1=O	·	16µM*	18µM*
95	CN(C)CCn1cnc2c1c(=O)[nH]c(=O)n2Cc1ccccc1	-5%	5%	-9%
